Screens as filed in PubChem.
P. falciparum M1AAP: malaria alanyl aminopeptidase activity blockers – biochemical, fluorogenic H-Leu-NHMec substrate, 1536-well (AID 1445). recombinant M1AAP, H-Leu-NHMec fluorogenic kinetic assay; higher % means a stronger effect. inhibition, % at 30 µM; hits with a dose series show IC50 in µM. actives 0.42% (n = 220,000);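 active means primary inhibition above the hit cutoff, then over 50% inhibition at one or more dose response concentrations, cut at about 23% in these data, passing the limit was not always enough; inconclusive means conflicting primary data, or primary hits not chosen for dose response; inactive means low primary inhibition, or under 50% at every dose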;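 further: plate controls were DMSO full reaction for no effect and no enzyme background for full effect; strong numbers were not always called active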
XIAP displacement: XIAP antagonists, biochemical, IAP family, fluorescence polarization (AID 1018); XIAP BIR domain, fluorescence polarization peptide displacement; higher % means a stronger effect; displacement, % at 20 µM, or IC50 in µM where a hit was titrated; actives 0.007% (n = 200,000); in the data active means displacement above about 50%; further: a part of the inactive calls stands beside numbers as strong as those of hits
LYP phosphatase: inhibitors of LYP phosphatase, biochemical, fluorescence intensity, uHTS (AID 1779) | recombinant LYP phosphatase, fluorescence intensity; higher % means a stronger effect | inhibition, % at 11.5 µM, or IC50 in µM where a hit was titrated | actives 0.054% (n = 290,000);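 further: plate controls were vehicle with enzyme for no effect and no enzyme for full effect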
CSM14.1 death rescue: rescue of cells from ER stress-induced death, primary screen, 384-well, CSM14.1, thapsigargin, ATP luminescence (AID 1222); one-dose cellular ATP content (survival), % at 20 µM; EC50 in µM for titrated hits; 190,000 tested, under 10 active; CSM14.1 thapsigargin-induced death rescue, ATP luminescence; higher % means a stronger effect;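 active means EC50 below 50 µM in the dose-response confirmation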;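 further: death triggered by thapsigargin at about 15 µM added after 2 h compound pretreatment; cell ATP read after overnight thapsigargin exposure of roughly 18 to 22 hours; normalized against plate controls of thapsigargin alone and 5% DMSO vehicle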
TNAP activators: human TNAP enzyme activators, primary screen, biochemical, luminescent, no phosphate acceptor, uHTS (AID 1001); purified TNAP, luminescent activation assay, no phosphate acceptor; higher activation fold means a stronger effect; activation fold at 20 µM, or EC50 in µM where a hit was titrated; actives 0.03% (n = 200,000); in the data active means activation fold from about 3, or a potency from the dose series; inactive means the rest, 99 in 100 with activation fold below about 1.6; further: many of its hits are not listed in these tables
P. falciparum M17LAP: P. falciparum M17LAP inhibitors, primary screen, biochemical, fluorogenic H-Leu-NHMec substrate, 1536-well (AID 1619). inhibition, % at 30 µM, or IC50 in µM where a hit was titrated. recombinant M17LAP, H-Leu-NHMec fluorogenic kinetic assay; higher % means a stronger effect. actives 0.38% (n = 220,000);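 active means compound inhibiting the enzyme by more than half at any dose during confirmatory dose-response retesting; inconclusive means strong single-dose inhibitors picked by rank but not retested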;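 further: plate controls were full reaction with DMSO carrier for no effect and no enzyme background for full effect; strong numbers were not always called active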
human PMI inhibition: inhibitors of human PMI, primary screen, biochemical, fluorescence intensity, coupled assay (AID 1209) | purified PMI enzyme, coupled fluorescence intensity; higher % means a stronger effect | one-dose inhibition, % at 20 µM; IC50 in µM for titrated hits | actives 0.42% (n = 190,000);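 further: plate controls were DMSO vehicle for no effect and wells lacking substrate for full effect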
Myeloid diff MLP: compounds promoting myeloid differentiation; ER-HoxA9 myeloid progenitors, lysozyme-GFP differentiation, flow cytometry; calls only at 10 µM; actives 1% (n = 360,000);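 active means normalized GFP-positive differentiation at or above the plate's own cutoff, the solvent-only control mean plus 3 SD; inconclusive means no clear call, values can overlap the other calls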;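 further: cells exposed to compound for four days before flow analysis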
human PMI inhibitors: MPI inhibition at elevated mannose 6-phosphate – biochemical, fluorescence intensity, high mannose 6-phosphate, primary screen (AID 1220). recombinant PMI enzyme, coupled fluorescence intensity; higher % means a stronger effect. inhibition, % at 20 µM, or IC50 in µM where a hit was titrated. actives 0.66% (n = 190,000)
Myeloid diff MLP GFP+ MAC1+ %: second read-out of Myeloid diff MLP, no call of its own (marks repeat the call); GFP+ MAC1+ double positive, %; measured here: differentiation confirmed by MAC1 staining
* = called active by the depositor; i = inactive; u = inconclusive; x = no result given; + = active, no number. Unless noted, no stated cut-off is given here; in the data, active means inhibition above about 50%; inactive means the rest. Hits appear at their usual frequency, and some 2.7% of all compounds hit somewhere here.

SMILES	P. falciparum M1AAP	XIAP displacement	LYP phosphatase	CSM14.1 death rescue	TNAP activators	P. falciparum M17LAP	human PMI inhibition	Myeloid diff MLP	Myeloid diff MLP GFP+ MAC1+ %	human PMI inhibitors
COc1ccccc1NCc1nnc(SCC(=O)N/N=C/c2ccco2)n1-c1ccc(Cl)cc1Cl	0.6%	-4.2%	-3.9%	-0.9%	1	15.7%	-3.5%	i	1.4	9.0%
O=[N+]([O-])c1ccc(C2=Nn3cnnc3SC2)cc1	16.7%	x	1.5%	x	x	20.5%	x	i	0.4	x
COc1cccc(C(=O)O/N=C(\N)c2ccncc2)c1	0.9%	-6.4%	0.6%	-5.3%	1	-1.4%	1.8%	i	1.4	1.9%
N#Cc1ccccc1NC(=O)CNc1ccc(Cl)c(C(F)(F)F)c1	11.7%	-4.2%	-6.3%	-1.3%	0.9	2.9%	6.7%	i	1.0	5.2%
CN(C)C(=O)COC(=O)c1ccc(S(=O)(=O)NCc2ccco2)cc1	5.8%	x	-8.9%	x	x	-0.1%	x	i	0.9	x
COc1ccc(C2CC(=O)Oc3c(C(CCN4CCCCC4)c4ccc(N(C)C)cc4)c(OC)cc(OC)c32)cc1 (stereo not drawn)	11.6%	x	-5.7%	x	x	-9.3%	x	i	1.1	x
COc1cccc(NC(=O)c2ccccc2-c2nc(-c3ccc(F)cc3)no2)c1	8.3%	-5.2%	-2.3%	x	1	9.9%	13.7%	i	15.4	11.3%
N/C(=N\OC(=O)CCCOc1ccccc1)c1ccc(Br)cc1	5.3%	-3.0%	-7.5%	-1.0%	1.1	1.3%	3.4%	i	1.0	0.1%
Cc1ccc(C(=O)C2=C(O)C(=O)N(CCCN(C)C)C23C(=O)N(C)c2ccccc23)o1 (stereo not drawn)	x	-0.2%	0.6%	0.1%	1	x	-18.9%	i	8.2	-4.0%
CCOC(=O)CN(C)C(=O)CCc1nnc(-c2ccsc2)o1	2.1%	-5.9%	-3.7%	-0.8%	1.1	13.2%	11.9%	i	1.0	0.2%
c1nc(N2CCOCC2)c2c3c(sc2n1)CCCC3	-1.4%	-3.5%	3.2%	x	1.1	-4.4%	3.9%	i	2.2	2.5%
CCCC(NS(=O)(=O)c1ccc(Br)cc1)C(=O)O (stereo not drawn)	-7.6%	-2.6%	-6.2%	-0.8%	1.1	2.1%	7.4%	i	0.6	0.9%
O=[N+]([O-])c1ccc(-n2nnnc2-c2ccccc2)c([N+](=O)[O-])c1	-6.7%	-2.7%	-4.6%	-0.7%	1.1	-1.4%	2.9%	u	x	37.9%
Cc1ccc(S(=O)(=O)NC(=O)N2CCCC(C)(C)C2)cc1	-1.6%	-1.3%	-2.0%	-0.8%	1	-2.4%	1.2%	i	0.5	9.4%
COc1ccccc1OCc1cc(-c2ccccc2)no1	1.2%	-5.5%	-2.9%	x	1.1	-1.1%	8.8%	i	0.2	7.3%
CCOC(=O)c1cccc(NC(=O)CCOc2ccccc2)c1	1.9%	-3.5%	-0.2%	-2.5%	1.1	9.6%	x	i	0.1	x
COC(=O)c1ccc(C(=O)OC)c(N)c1	12.5%	-7.2%	-18.9%	-1.3%	1.1	-153.4%	0.5%	x	x	-1.7%
Cc1cc(NC(=O)CSc2nnc(-c3ccoc3C)o2)no1	4.3%	-8.7%	-1.4%	0.9%	1.1	5.5%	3.7%	i	1.3	8.6%
COc1cc(C(=O)N2CCCC(c3nc(-c4cccs4)no3)C2)cc(OC)c1OC (stereo not drawn)	2.0%	-1.9%	-5.9%	0.8%	1.1	6.7%	0.9%	i	1.1	0.7%
Cn1nnnc1SCC(=O)c1c(N)n(C)c(=O)n(C)c1=O	-0.3%	-4.2%	-12.3%	2.4%	1.1	2.7%	14.7%	i	0.9	9.0%
Cc1ccc(C(=O)Nc2ccc3cn[nH]c3c2)cc1S(=O)(=O)N1CCOCC1	10.9%	-7.1%	-1.8%	-2.1%	1.3	-0.7%	4.7%	i	0.5	27.9%
COC(=O)c1ccc(CSc2n[nH]c(=S)s2)o1	1.5%	-4.9%	-6.2%	1.5%	1.1	14.7%	-8.9%	i	0.6	-49.5%
O=c1c2c([nH]c3ccccc13)CCCCC2	3.9%	x	-10.1%	x	x	-8.6%	x	i	0.6	x
COc1ccc(Cl)cc1NC(=O)COC(=O)CNC(=O)c1ccc([N+](=O)[O-])c(C)c1	-1.0%	-12.9%	-3.4%	-1.3%	1	16.8%	1.8%	i	0.9	6.0%
CCOC(=O)C(C)Sc1nnc(Cn2c(=O)sc3ccccc32)n1-c1ccccc1 (stereo not drawn)	-0.2%	-0.5%	-5.9%	-0.9%	1.1	-5.2%	2.4%	i	3.2	-6.5%

A different layout for 2 compounds above:
N#Cc1ccccc1NC(=O)CNc1ccc(Cl)c(C(F)(F)F)c1
  P. falciparum M1AAP: 11.7%	XIAP displacement: -4.2%	LYP phosphatase: -6.3%	CSM14.1 death rescue: -1.3%	TNAP activators: 0.9	P. falciparum M17LAP: 2.9%	human PMI inhibition: 6.7%	Myeloid diff MLP: i	Myeloid diff MLP GFP+ MAC1+ %: 1.0	human PMI inhibitors: 5.2%

CN(C)C(=O)COC(=O)c1ccc(S(=O)(=O)NCc2ccco2)cc1
  P. falciparum M1AAP: 5.8%	XIAP displacement: x	LYP phosphatase: -8.9%	CSM14.1 death rescue: x	TNAP activators: x	P. falciparum M17LAP: -0.1%	human PMI inhibition: x	Myeloid diff MLP: i	Myeloid diff MLP GFP+ MAC1+ %: 0.9	human PMI inhibitors: x

The main list resumes, starting 3 compounds before the break.
SMILES	P. falciparum M1AAP	XIAP displacement	LYP phosphatase	CSM14.1 death rescue	TNAP activators	P. falciparum M17LAP	human PMI inhibition	Myeloid diff MLP	Myeloid diff MLP GFP+ MAC1+ %	human PMI inhibitors
O=c1c2c([nH]c3ccccc13)CCCCC2	3.9%	x	-10.1%	x	x	-8.6%	x	i	0.6	x
COc1ccc(Cl)cc1NC(=O)COC(=O)CNC(=O)c1ccc([N+](=O)[O-])c(C)c1	-1.0%	-12.9%	-3.4%	-1.3%	1	16.8%	1.8%	i	0.9	6.0%
CCOC(=O)C(C)Sc1nnc(Cn2c(=O)sc3ccccc32)n1-c1ccccc1 (stereo not drawn)	-0.2%	-0.5%	-5.9%	-0.9%	1.1	-5.2%	2.4%	i	3.2	-6.5%
O=C(O)CCN1C(=O)c2ccccc2C1=O	4.1%	-2.4%	-1.5%	x	1.1	1.2%	6.6%	i	2.1	6.7%
CCc1cc(=O)[nH]c(SCCC(F)=C(F)F)n1	2.4%	-3.5%	-5.5%	-0.5%	1.1	0.5%	-6.5%	i	0.3	1.1%
COc1ccc(OCc2nn3c(-c4cccc(OC)c4)nnc3s2)cc1	4.3%	-5.3%	-11.3%	0.8%	1.1	6.5%	-16.0%	i	0.7	-6.0%
O=C(Nc1ccccc1)c1cccc(-c2nnc(-c3ccccc3)o2)c1	3.1%	-10.1%	0.9%	-1.1%	1	-2.0%	14.4%	i	0.3	11.3%
CCn1c(SCC(=O)Nc2ccc(C)cc2)nc2nc3c(cc2c1=O)CCCC3	6.8%	-3.2%	3.0%	-1.4%	1	14.1%	7.3%	i	0.2	-4.7%
CC1=C(C(=O)N2CCN(c3cc(C)ccc3C)CC2)C2(CCCCC2)OC1=O	5.1%	-0.7%	-3.0%	9.1%	1	3.6%	-7.2%	i	4.1	-2.4%
O=C(NCCC1=CCCCC1)C1CC(=O)N(C2CCCCC2)C1 (stereo not drawn)	5.8%	-5.0%	-7.0%	-0.7%	1.1	18.8%	1.3%	i	1.3	2.1%
COC(=O)Cn1nc(-c2ccccc2)n(-c2ccccc2)c1=S	3.9%	-18.7%	-3.3%	-0.4%	1	-6.6%	11.8%	i	0.5	12.2%
CN1CCN(CCc2cn3ncc(C#N)c3nc2-c2ccc(F)cc2)CC1	2.4%	-11.1%	-12.3%	-1.0%	1.1	-10.2%	16.6%	i	0.6	13.9%
CN1CC(c2ccccc2)C2(SC(=S)N(Cc3ccco3)C2=O)C12C(=O)Nc1ccccc12 (stereo not drawn)	4.4%	-7.4%	6.0%	0.9%	1	2.9%	13.4%	i	7.1	8.7%
C/C(=N\NC(=O)COc1ccccc1F)c1cc2ccccc2o1	3.0%	1.9%	3.0%	-0.8%	1.1	2.3%	-1.1%	i	1.1	9.7%
COCc1nnc(NS(=O)(=O)c2ccc([N+](=O)[O-])cc2)s1	2.6%	-19.4%	-4.2%	-0.5%	1.1	16.6%	-30.2%	i	0.8	-66.1%
COc1ccc(CCN(C)C(=O)C2CCN(Cc3cccc(OC)c3OC)CC2)cc1OC	x	-5.2%	6.2%	-1.0%	1.1	x	2.6%	i	0.2	-6.5%
O=S(=O)(NCc1ccco1)N1CCCCCC1	7.0%	-2.7%	-5.0%	x	1.1	21.6%	6.9%	i	0.5	9.2%
Cc1ccc(OC(=S)Nc2ccc(F)cc2)cc1	10.8%	-1.4%	-3.4%	-0.8%	1.1	1.5%	0.8%	i	1.1	-3.0%
COCc1c(C(=O)N/N=C(/C)c2ccccc2)nnn1-c1nonc1N	2.9%	0.6%	-2.8%	-0.4%	1.1	1.4%	3.3%	i	0.2	6.3%
COc1ccc(CCNC(=O)/C=C/C(=O)O)cc1OC	13.3%	-0.6%	-9.3%	-1.4%	1.1	18.4%	7.9%	i	0.1	12.6%
CC(C)(C)c1ccc(-c2noc(CCC(=O)NCc3ccco3)n2)cc1	-14.3%	-0.8%	0.1%	-0.5%	1.1	1.2%	-3.0%	i	0.1	-0.8%
O=C(CSc1nc2nc3c(cc2c(=O)n1-c1ccccc1)CCCC3)Nc1ccccc1	-2.4%	-6.4%	-3.3%	-0.9%	1.1	-9.7%	15.9%	i	0.6	-8.1%
COc1cccc(/C=N/NC(=O)c2ccccc2N(Cc2ccccc2)S(=O)(=O)c2ccccc2)c1OC	-0.9%	1.2%	1.7%	7.9%	1	18.0%	10.8%	i	1.8	-2.0%
COc1ccccc1-c1ccc(SCC(=O)NCCc2ccccc2)nn1	10.8%	-6.9%	1.8%	x	1.1	5.9%	-1.9%	i	0.3	2.0%
CCOC(=O)c1cc(-c2csc(N/N=C/c3ccccc3Cl)n2)on1	3.0%	x	3.2%	x	x	4.4%	x	i	0.7	x
COc1ccc(N2CCN(C(=O)C3Cc4ccccc4CN3C(=O)c3ccccc3)CC2)cc1 (stereo not drawn)	-7.3%	-6.9%	-7.9%	5.4%	1.1	-5.4%	9.3%	+	7.7*	16.8%

Record cards, from the list above. Screens in order: P. falciparum M1AAP, XIAP displacement, LYP phosphatase, CSM14.1 death rescue, TNAP activators, P. falciparum M17LAP, human PMI inhibition, Myeloid diff MLP, Myeloid diff MLP GFP+ MAC1+ %, human PMI inhibitors
`O=c1c2c([nH]c3ccccc13)CCCCC2` is listed as 3.9%, x, -10.1%, x, x, -8.6%, x, i, 0.6, x
`CC(C)(C)c1ccc(-c2noc(CCC(=O)NCc3ccco3)n2)cc1` is listed as -14.3%, -0.8%, 0.1%, -0.5%, 1.1, 1.2%, -3.0%, i, 0.1, -0.8%
